# Assay outcomes (PubChem)
# TROY NFkB inh: inhibitors of TROY-driven NF-kB signaling, primary screen, Q293 LMP1-TROYcd cells, NF-kB luciferase, uHTS; Q293 LMP1-TROYcd NF-kB luciferase reporter, 4 h; inhibition, % at 10 µM; actives 0.98% (n = 360,000); AID 1347056, 2019;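 active = compounds whose plate-normalised and pattern-corrected inhibition of the luciferase reporter signal at the single screening dose is 50% or more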
# CF NFkB inh: inhibitors of PAF-induced NF-kB signaling, primary screen, cell-based, GFP fluorescence, uHTS; inhibition, % at 5 µM; KKLEB NF-kB-GFP reporter, GFP fluorescence overnight; actives 0.86% (n = 360,000); AID 588850, 2011;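 active = at least 50% inhibition at 5 µM, scaled per plate between neutral and stimulator controls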;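 note: PAF is a Pseudomonas aeruginosa culture filtrate used as stimulus; plate controls were PAF-stimulated DMSO wells for no effect and unstimulated DMSO wells for full effect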
# NR2E3 ag-1: NR2E3 agonists in two-hybrid cells, primary screen, cell-based, luminescence, CHO-S, Gal4-NCOR/VP16-NR2E3 | AID 602229, 2012 | inhibition of corepressor binding, % at 3.98 µM | luciferase | Photoreceptor-specific nuclear receptor (Homo sapiens), Q9Y5X4 | actives 0.35% (n = 360,000);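 active = inhibition above the mean of all tested compounds plus 3 SD, cut at about 70% in these data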;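 note: 0% = DMSO with NR2E3 transfected cells and 100% = cells lacking NR2E3 construct; higher means lower luciferase signal from less NR2E3 corepressor binding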
# Target sequence (Q9Y5X4 whole entry, looked up, the tested form may be a part): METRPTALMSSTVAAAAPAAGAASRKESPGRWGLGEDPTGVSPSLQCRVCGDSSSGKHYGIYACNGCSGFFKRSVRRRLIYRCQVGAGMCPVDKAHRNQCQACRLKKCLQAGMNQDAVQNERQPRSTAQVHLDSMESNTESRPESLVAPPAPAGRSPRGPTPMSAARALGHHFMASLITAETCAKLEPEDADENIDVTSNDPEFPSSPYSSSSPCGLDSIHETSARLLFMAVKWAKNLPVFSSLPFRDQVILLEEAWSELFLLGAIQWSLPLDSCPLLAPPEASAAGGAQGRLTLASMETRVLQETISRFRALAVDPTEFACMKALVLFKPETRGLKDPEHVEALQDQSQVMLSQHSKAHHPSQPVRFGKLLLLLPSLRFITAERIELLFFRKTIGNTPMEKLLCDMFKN
# C8 TRAIL sens: viability loss with TRAIL in NB7+C8 cells, primary screen, TRAIL sensitizer project, cell-based, ATPlite luminescence | inhibition (viability loss, TRAIL sensitization), % at 10 µM | actives 1% (n = 360,000) | AID 624354, 2012;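 active = compounds causing at least 50% loss of cell viability in the single-dose screen, relative to plate controls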
# NR2E3 ag-2: inhibitors of NR2E3-RetCOR corepressor binding, primary screen, NR2E3 agonist project, biochemical, TR-FRET, GST-NR2E3, biotin-RetCOR; Photoreceptor-specific nuclear receptor (Homo sapiens), Q9Y5X4; 1536-well; inhibition of corepressor binding, % at 4.78 µM; actives 0.12% (n = 320,000); AID 2300, 2010;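 active = percent inhibition above the cutoff of mean plus 3 SD of all tested compounds, set per screening campaign, cut at about 20% in these data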;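 note: 0% = DMSO wells and 100% = biotin wells as full block of FRET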
#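 system = GST-tagged NR2E3 plus biotinylated RetCOR corepressor | input = 1.35 nM GST-NR2E3 | also added = 7 nM biotin-RetCOR | schedule = 5 h incubation at 4 °C | measured by = TR-FRET with europium anti-GST and streptavidin-D2, 340 nm excitation | read-out = percent loss of FRET ratio relative to control wells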
# HIF-2a block: HIF-2a reporter inhibitors, primary screen, luminescence, 786-0 RCC cells; 786-0 RCC cells HIF-2a reporter, luciferase luminescence, overnight; inhibition, % at 18.8 µM; actives 0.72% (n = 360,000); AID 624352, 2012;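 active = inhibition of the luminescence signal of 40% or more relative to plate controls, in a single-dose primary screen at 18.75 µM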
# TWEAK-Fn14 inh: inhibitors of TWEAK-Fn14 signaling, primary screen, luciferase reporter cells, uHTS; actives 2% (n = 360,000); inhibition, % at 10 µM; TWEAK-stimulated Fn14 reporter cells, luciferase luminescence, 8 h; AID 1159606, 2016; in the data active = inhibition above about 50%
# KKLEB tox: cytotoxicity in KKLEB CF airway cells, primary screen, cytotoxicity control for CF NF-kB inhibitor project, cell-based, uHTS, fluorescence assay plates; KKLEB CF airway cells viability, ATPlite luminescence, overnight; active compounds read low; cells stimulated with P. aeruginosa culture filtrate; activity change (cytotoxicity), % at 5 µM; actives 0.36% (n = 360,000); AID 602141, 2011;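 active = corrected activity change at or below -50% at 5 µM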
# Peg3 promoter: Peg3 promoter-driven luciferase inhibitors, primary screen, cell-based, HeLa, luciferase luminescence; inhibition, % at 20 µM; HeLa PEG-Prom luciferase reporter, overnight; actives 1.7% (n = 360,000);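 active = inhibition of at least 50% at 20 µM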
# Shn3 3UTR inh: reduction of Shn3 3'UTR firefly luciferase signal, primary screen, Schnurri-3 inhibitor project, cell-based, Clone20 osteoblasts, set 2; Clone20 osteoblast Shn3 3'UTR firefly luciferase, 24 h; inhibition, % at 12.5 µM; actives 0.52% (n = 360,000); AID 588674, 2011;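 active = mean inhibition of at least 75% with every replicate also reaching 75%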;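 note: 0% = median of neutral control wells and 100% = pilot-screen positive control compound; some compounds past the cut are filed as inactive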
# MITF TRPM1 inh: inhibitors of MITF-dependent TRPM1 promoter reporter, primary screen, cell-based, SK-MEL-5, single point, luciferase; AID 488899, 2010; inhibition, % at 12.5 µM; SK-MEL-5 TRPM1 promoter luciferase, 24 h; actives 0.83% (n = 330,000);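 active = mean inhibition across replicates of 60% or more, whatever share of single replicates reaches that level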; note: values of inactives mirror those of a sister screen read the other way
# Numbers without * were called inactive; nt = not tested or not shown. The list is partial; the hit share may differ from the screen's.
no.	Compound	TROY NFkB inh	CF NFkB inh	NR2E3 ag-1	C8 TRAIL sens	NR2E3 ag-2	HIF-2a block	TWEAK-Fn14 inh	KKLEB tox	Peg3 promoter	Shn3 3UTR inh	MITF TRPM1 inh
1	Cn1c(SCC(=O)O)nnc1C1CCCCC1	-7.8	0.7	4.9	-24.0	0.1	19.1	-0.6	8.7	-3.9	10.1	6.0
2	COc1ccc(OC)c(NC(=O)CCn2ccnc2)c1	-11.3	-2.3	-36.9	-3.7	3.4	20.9	1.7	-0.4	-2.2	-12.1	-3.0
3	O=C(COc1cc2oc(=O)c3c(c2cc1Cl)CCC3)NCC1CCC(C(=O)O)CC1 (stereo not drawn)	1.0	-12.4	2.4	-5.3	0.7	5.3	4.0	7.2	12.7	-13.3	-3.7
4	CCc1nc(SCC(=O)Nc2ccccc2C(=O)OC)n[nH]1	-10.1	11.5	10.5	-7.6	-1.2	4.4	30.5	-4.1	2.1	2.5	-2.1
5	CC1(C)C(=O)N(c2ccccc2)C1c1ccccc1O (stereo not drawn)	7.9	18.2	-33.7	-4.7	3.3	35.8	19.2	-10.8	52.5*	-5.7	1.2
6	Cc1cc(NS(=O)(=O)Cc2ccccc2)cc(C)c1OCC(=O)N1CCOCC1	13.3	1.3	-15.7	-4.4	0.2	12.3	5.0	4.2	5.9	10.4	3.7
7	COc1ccc(NC(=O)CSc2cc(C)nc3c(-c4ccccc4)cnn23)cc1	55.8*	32.6	4.0	17.4	0.6	-6.5	21.8	-14.1	21.9	-4.3	5.8
8	O=C(c1cccc(Cl)c1)N1CCN(S(=O)(=O)c2ccc(Cl)s2)CC1	4.8	-4.9	-5.3	7.4	0.7	14.6	-11.3	5.3	18.7	11.2	-0.5
9	CCn1ccnc1CN(C)C(=O)c1cc(COc2c(F)cccc2F)on1	-13.3	7.7	-3.0	-1.3	1.2	7.5	-0.9	1.3	1.0	-16.0	11.9
10	COc1ccc(-c2cn[nH]c2N)cc1OC	-9.7	-2.5	4.6	-5.1	-6.9	13.6	8.5	1.2	22.4	-7.3	-4.6
11	O=C(CC1C(=O)N(c2ccc(Cl)cc2)C(=S)N1CCc1ccncc1)Nc1ccc(F)cc1 (stereo not drawn)	4.0	-12.1	-0.5	3.9	0.5	-8.9	-12.6	-18.0	29.4	22.9	15.6
12	CSCC[C@H](NC(=O)[C@H](Cc1ccccc1)n1c(=O)[nH]c2ccccc2c1=O)C(=O)NCC1CCC(C(=O)O)CC1 (stereo partly drawn)	17.4	-31.5	-7.5	2.7	-0.6	5.8	-22.8	18.2	-4.4	-6.8	10.1
13	COc1ccc(C)cc1NC(=O)NNC(=O)C(C)Oc1ccc(F)cc1Cl (stereo not drawn)	4.0	16.6	-14.8	2.9	0.9	5.9	3.6	2.2	9.2	11.1	7.7
14	CN(C)S(=O)(=O)n1cnc(C(CCO)c2ncn(S(=O)(=O)N(C)C)c2CCCO)c1 (stereo not drawn)	-19.1	10.8	-40.6	-8.3	-2.6	4.9	5.0	3.8	-11.6	0.5	10.0
15	C=CCOc1ccc(CNC(C)(C)C)cc1OC	6.9	0.0	-11.3	-1.8	3.8	15.0	-0.4	5.3	6.9	6.2	3.0
16	O=C(CN1C(=O)CCC1=O)Nc1nc(-c2nc3ccccc3s2)cs1	-6.1	70.6*	-14.4	19.8	3.3	-260.2	82.8*	0.1	-251.5	-50.0	-87.0
17	COc1ccccc1C(=O)N/C(=C\c1cn(S(=O)(=O)N(C)C)c2ccccc12)C(=O)N1CCCCC1	10.7	23.5	-8.6	-9.6	-3.9	18.0	-11.6	-8.0	17.6	4.0	9.0
18	O=C(c1ccc2c(c1)C(=O)N(c1ccc(Cl)cc1)C2=O)N1CCN(c2ccccn2)CC1	16.8	3.4	-10.7	4.7	-4.1	15.4	-12.4	3.3	1.2	-8.0	2.2
19	Cc1ccc(S(=O)(=O)N[C@@H](Cc2ccccc2)C(=O)N2CCC(C(=O)N[C@@H](CCC(N)=O)C(=O)O)CC2)cc1	16.0	-17.4	-11.2	-8.4	2.4	12.0	8.3	7.8	9.1	15.6	-4.7
20	Cc1ccc(-n2nc3ccc(N)cc3n2)cc1	-48.1	-17.4	-96.0	49.2	4.3	2.0	-33.0	-4.3	-127.3	18.2	7.0
21	CCC(CO)Oc1cc(NCc2ccccc2OC)c2ncn(C(C)C)c2c1 (stereo not drawn)	2.0	-7.2	1.1	-18.8	nt	8.0	-4.0	-2.9	7.5	-0.2	27.2
22	CC(C)=C1SC(N2CCN(Cc3ccccc3)CC2)=NC1=O	26.1	6.6	-10.8	-14.6	-1.0	-15.6	-3.3	5.8	-32.4	6.4	-4.1
23	COc1ccc(N2CCC(CNC(=S)Nc3cc(C)cc(C)c3)C2)cc1 (stereo not drawn)	3.0	1.3	3.5	0.0	1.3	-1.3	-20.3	-13.0	15.7	11.3	4.3
24	Cc1ccc(C)c(S(=O)(=O)N/N=C/c2ccc(N(C)C)cc2)c1	-6.3	-2.2	-21.9	-3.8	4.5	7.0	-17.1	7.8	25.2	-13.2	2.3
25	CCC(=O)OCC(=O)c1c(N)n(Cc2ccccc2)c(=O)n(C)c1=O	9.4	-3.8	0.4	0.8	2.8	2.5	-12.7	-4.1	5.7	7.4	6.2
26	CCOc1ccc(CN2CCN(Cc3cnn(CC)c3C)CC2CCO)cc1 (stereo not drawn)	11.4	10.8	1.0	5.8	1.6	9.1	19.8	-15.6	14.0	-6.3	11.0
27	O=C(CSc1nnc(-c2ccc(F)cc2)n1-c1ccccc1)NCCN1C(=O)CSC1=O	-3.3	11.7	-17.5	0.3	-0.5	-7.4	-5.3	1.1	9.4	6.6	-4.3
28	CCCCCC(=O)Nc1nc(C)c(-c2csc(Nc3cc(OC)ccc3OC)n2)s1	-0.1	38.9	12.6	28.6	-1.5	23.1	-0.2	-15.1	24.9	14.9	-1.6
29	Clc1ccc2c(N3CCCC3)ccnc2c1	6.3	-59.9	-23.8	12.7	2.0	8.8	-57.0	1.7	25.1	2.2	-15.9
30	CC(=O)NC(=S)Nc1ccc(NC(=O)COc2ccc(C(C)C)cc2)cc1	9.2	4.1	-2.3	1.0	2.3	-5.2	35.6	5.2	-2.9	-15.0	9.6

# Complete entries, looked up by structure:
# O=C(CSc1nnc(-c2ccc(F)cc2)n1-c1ccccc1)NCCN1C(=O)CSC1=O across the screens: TROY NFkB inh: -3.3; CF NFkB inh: 11.7; NR2E3 ag-1: -17.5; C8 TRAIL sens: 0.3; NR2E3 ag-2: -0.5; HIF-2a block: -7.4; TWEAK-Fn14 inh: -5.3; KKLEB tox: 1.1; Peg3 promoter: 9.4; Shn3 3UTR inh: 6.6; MITF TRPM1 inh: -4.3
# CCCCCC(=O)Nc1nc(C)c(-c2csc(Nc3cc(OC)ccc3OC)n2)s1 across the screens: TROY NFkB inh: -0.1; CF NFkB inh: 38.9; NR2E3 ag-1: 12.6; C8 TRAIL sens: 28.6; NR2E3 ag-2: -1.5; HIF-2a block: 23.1; TWEAK-Fn14 inh: -0.2; KKLEB tox: -15.1; Peg3 promoter: 24.9; Shn3 3UTR inh: 14.9; MITF TRPM1 inh: -1.6
# O=C(CN1C(=O)CCC1=O)Nc1nc(-c2nc3ccccc3s2)cs1 across the screens: TROY NFkB inh: -6.1; CF NFkB inh: 70.6*; NR2E3 ag-1: -14.4; C8 TRAIL sens: 19.8; NR2E3 ag-2: 3.3; HIF-2a block: -260.2; TWEAK-Fn14 inh: 82.8*; KKLEB tox: 0.1; Peg3 promoter: -251.5; Shn3 3UTR inh: -50.0; MITF TRPM1 inh: -87.0

# Further results follow.
no.	Compound	TROY NFkB inh	CF NFkB inh	NR2E3 ag-1	C8 TRAIL sens	NR2E3 ag-2	HIF-2a block	TWEAK-Fn14 inh	KKLEB tox	Peg3 promoter	Shn3 3UTR inh	MITF TRPM1 inh
31	Cc1cc(OCC(=O)Nc2nccs2)c2c(C)cc(=O)oc2c1	14.6	-41.5	-3.4	4.6	-3.1	4.5	-21.7	8.0	3.8	-26.5	-7.8
32	O=C1N/C(=N\N=C\c2ccco2)SC1Cc1ccc(F)cc1 (stereo not drawn)	-3.6	4.8	2.5	-6.4	-2.7	13.7	-14.7	-2.3	7.3	-16.8	-7.2
33	CCC(=O)Nc1ccc(N2CCOCC2)c(S(=O)(=O)Nc2ccc(Cl)cc2)c1	-31.7	-12.4	-16.5	-6.8	2.5	-6.1	1.6	12.9	-7.1	14.1	5.4
34	O=C(Nc1nccs1)c1cc(-c2ccccc2)nn1-c1ccccc1	-15.3	8.5	8.8	-3.3	-0.7	22.6	-7.4	9.1	15.3	12.4	2.7
35	CCn1nc(C)c(CN2CCCC(C(=O)c3cccc(OC(C)C)c3)C2)c1C (stereo not drawn)	20.5	-7.4	1.1	30.7	1.2	16.1	10.7	14.7	11.6	81.0	10.1
36	CN(C)C(=O)c1ccc(NS(=O)(=O)c2ccc3c(c2)OCCO3)cc1	12.5	16.9	-1.6	0.0	-0.8	14.5	-2.9	6.0	9.7	6.7	-3.0
37	CN(C)C(=O)CN1CCN(Cc2cn(C)nc2-c2ccc3c(c2)OCCO3)CC1	-3.7	6.5	8.2	-1.5	-6.3	15.1	-3.0	0.2	0.8	-4.5	-7.3
38	N#Cc1ccc(CN2CCN(C(=O)CNC(=O)Cc3ccccc3)CC2)cc1	10.3	-8.8	-8.8	20.4	nt	12.1	19.9	4.6	1.8	-0.5	6.0
39	COc1ccc(-c2cc(=O)oc3c(C)c(O)c(CN(C)C)cc23)cc1	60.4*	54.8*	-18.2	-10.8	-2.1	19.1	22.9	-4.6	20.9	5.2	1.2
40	COc1ccc(S(=O)(=O)Nc2cccc3c2O[C@H](CN(C)S(=O)(=O)c2ccccc2)[C@@H](C)CN([C@H](C)CO)C3=O)cc1	-10.6	10.9	0.0	-8.3	nt	11.2	-0.9	-10.9	7.1	-3.0	8.5
41	Cc1ccc(CCn2c3c(c4ccccc42)CN(C)CC3)cn1	10.0	-10.8	4.5	-8.4	1.7	11.5	0.8	11.3	15.8	-0.7	2.2
